mcGAS MS inh = inhibitors of mouse cGAS | Q8C6L5 | recombinant mouse cGAS, cGAMP by RapidFire MS | inhibition, % at 12.5 µM | 0.18% of 130,000 active;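 active = inhibition of cGAS enzyme activity at or above 60%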;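 also: enzyme stimulated by 45 bp dsDNA with ATP and GTP substrates; cGAMP share of summed cGAMP plus half ATP and half GTP signals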
Target sequence (Q8C6L5 whole entry, looked up): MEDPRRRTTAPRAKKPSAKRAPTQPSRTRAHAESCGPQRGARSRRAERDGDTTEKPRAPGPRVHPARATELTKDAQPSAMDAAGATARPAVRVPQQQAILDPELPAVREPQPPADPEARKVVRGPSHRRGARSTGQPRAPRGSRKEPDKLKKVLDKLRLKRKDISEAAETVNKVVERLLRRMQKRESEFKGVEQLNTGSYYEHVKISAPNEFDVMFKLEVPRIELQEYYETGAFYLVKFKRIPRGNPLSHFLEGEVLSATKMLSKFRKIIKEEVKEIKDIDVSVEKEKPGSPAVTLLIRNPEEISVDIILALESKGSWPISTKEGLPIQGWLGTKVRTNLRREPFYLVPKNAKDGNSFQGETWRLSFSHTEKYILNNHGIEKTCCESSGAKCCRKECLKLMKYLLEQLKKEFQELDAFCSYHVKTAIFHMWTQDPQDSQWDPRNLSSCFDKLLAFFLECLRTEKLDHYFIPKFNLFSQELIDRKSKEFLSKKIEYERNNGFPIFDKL
An asterisk follows results filed as active; & = joins results of further samples. An excerpt; rates above refer to the full screens.

mcGAS MS inh | canonical_smiles
-8.2 | CCCn1c(-c2ccc(C#N)cc2)nc2ccccc21
-4.7 | NC(=O)CC(c1cccc(Oc2ccccc2)c1)n1ccnc1 (configuration not stated)
-4.7 | O=C(NCC1CCCO1)N/N=C1/CCc2c(Cl)cccc21 (configuration not stated)
-10.3 | Cc1cccc(NC(=O)C2CSCN2C(=O)c2ccco2)c1C (configuration not stated)
-11.2 | C=CCN(CC#Cc1ccccc1)C(=O)c1cc2n(n1)CCCN(C)C2
1.6 | CN(C)S(=O)(=O)CCCN1CCN(CC(O)C(C)(C)C)CC1 (configuration not stated)
-6.0 | COC(=O)CCc1c(C)c(C#N)c2nc3ccccc3n2c1N1CCCCC1
-5.4 | CC(SCCC(=O)Nc1cccc(F)c1)c1ccccc1 (configuration not stated)
-23.0 | Cn1cc(C(=O)NCCCc2ccccc2)c2[nH]c(=O)n(-c3ccc(Cl)cc3)c(=O)c21
-1.7 | CCOC(=O)CC(=O)NCC1Cc2cc(C(=O)OC)ccc2O1 (configuration not stated)

(next part)
mcGAS MS inh | canonical_smiles
-16.6 | CCCc1nc(C)cc(N2CCC3(CC2)CNC(=O)O3)n1
-0.4 | CC(c1ccccc1)n1nccc1N (configuration not stated)
-14.4 | CC(C)NC(=O)N(Cc1ccc(C(F)(F)F)cc1)c1ccc(CC(=O)N2CCCCC2)cc1
-18.3 | CCN(Cc1ccc(OC)cc1)C(=O)c1cnc(N2CCOCC2)nc1
-10.5 | C=CCNC(=O)c1nc(C(=O)N2CCc3sccc3C2C)cs1 (configuration not stated)
-67.7 | N#Cc1cnn(C(=O)CCn2ccc3ccccc32)c1N
-2.0 | CC1NC(=S)N(c2ccc(N3CCOCC3)cc2)C1=O (configuration not stated)
1.2 | Cn1cc(-c2csc(Nc3ccc(C#N)cc3)n2)cn1
0.8 | Cc1nc(C)n(CCNc2nc(-c3ccncc3)nc3c2CCNC3)n1
-8.4 | Cn1ccnc1Sc1nnnn1-c1ccccc1

(listing goes on)
mcGAS MS inh | canonical_smiles
-6.3 | CC(C)N1C(=O)CN(CN(C)Cc2ccc(C#N)cc2)C1=O
-9.3 | COC(=O)C1C(=O)C(C(=O)OC)C(c2ccc(C)cc2)C(C#N)(C#N)C1c1ccc(C)cc1 (configuration not stated)
-0.7 | N#Cc1cccc(S(=O)(=O)Nc2c(F)cccc2N2CCCC2)c1
-8.0 | CCOc1ccccc1CNc1nn[nH]n1
-10.9 | COc1cccc(C(=O)COC(=O)C2CC(=O)N(c3ccc(Oc4ccccc4OC)cc3)C2)c1 (configuration not stated)
-12.7 | CCOc1ccc(Br)cc1S(=O)(=O)Oc1cccc2c1OC(C)(C)C2
-12.6 | COc1cc(C)ccc1OCC(=O)N1CCC(NC2CCCC2)CC1
-13.1 | C=CCn1c(SCc2nnc(-c3cccs3)o2)nc2scc(C3CC3)c2c1=O
-4.4 | O=C(N=C1OC(COc2ccccc2)CS1)c1ccccc1 (configuration not stated)
3.1 | O=C(Sc1cccc2cccnc12)N1CCOCC1

(cont.)
mcGAS MS inh | canonical_smiles
-6.5 | CC(C)(C)C(=O)NCCC(=O)Nc1cc(C#N)cn1C(C)(C)C
2.2 | CCn1ccnc1CN(C)C(=O)c1[nH]c2c(C)cc(C)cc2c1C
-9.7 | O=C(c1cccc2[nH]ncc12)N(CC1CCCCC1)C1CC1
-6.3 | CCCCCCc1nc(C(N)=O)c2[nH]c(=O)n(-c3ccc(OC)c(OC)c3)c2n1
-1.8 | CCn1c(=O)c(=O)[nH]c2cc(C(=O)N3CCCCCC3c3ccc(OC)cc3)ccc21 (configuration not stated)
-3.4 | COc1ccc(C)cc1C(=O)NC(CC(=O)O)c1ccccc1 (configuration not stated)
-3.7 | Cc1c(NC(=O)COc2cccnc2)cccc1C(=O)NC(C)(C)C
0.8 | O=C1CC(C(=O)N2CCOc3ccccc32)CN1CC(F)(F)F (configuration not stated)
-36.0 | CC(C)Nc1ncc(-c2nccn2CCc2cnc[nH]2)cn1
-11.4 | COCCn1ccc(NC(=O)N(Cc2ccccc2F)C2CCC2)n1

Further structures follow:
mcGAS MS inh | canonical_smiles
-6.9 | Cc1[nH]cnc1-c1nccn1CCCCc1ccccn1
-9.3 | COc1ccc(N(C(=O)Cn2c(=O)[nH]c3ccccc3c2=O)C(C)C)cc1F
9.9 | Cn1c(CNC(=O)/C=C/c2ccc(Br)o2)nc2ccccc21
-7.3 | CN(CC(=O)Nc1ccc(Cl)c(Cl)c1)CC(=O)N1CCCc2ccccc21
-29.8 | O=C(Cn1cnc2ccc(F)cc2c1=O)Nc1ccc(-n2cncn2)nc1
-6.7 | Cc1ccc(-n2c(C)c(C)n3c4c(=O)[nH]c(=O)n(C)c4nc23)c(C)c1
-4.0 | CN1CCN(C(CNS(=O)(=O)c2cc(F)ccc2F)c2cccn2C)CC1 (configuration not stated)
-7.0 | CCCS(=O)(=O)c1ccccc1SC(C)C(=O)NC1CC1C (configuration not stated)
-4.8 | O=c1c2ccccc2c(C=Nc2ncnc3nc[nH]c23)c(O)n1-c1ccc(Cl)cn1
5.4 | CC(OCC1CC1)C(=O)Nc1cc(Br)c[nH]c1=O (configuration not stated)

(list continues)
mcGAS MS inh | canonical_smiles
-1.6 | O=C(Nc1cccc(C(=O)Nc2cnccn2)c1)c1ccc(F)c(F)c1
-5.4 | CCCCn1c(=O)[nH]c(=O)c2c1nc(CSc1nnnn1C1CCCC1)n2C
-10.6 | CCC(C)(C)NC(=O)c1sc(NC(=O)C2CC2)cc1C
-1.5 | CC(C)N(CC#N)C(=O)CNC(=O)C(C)(C)C
-14.0 | O=C1CC(c2ccccc2)Cc2nc(N3CCc4ccccc4C3)ncc21 (configuration not stated)
-2.4 | CCS(=O)(=O)NCCN1CCC(C)N(Cc2ccccc2)CC1 (configuration not stated)
23.4 | C=c1ccccc1=c1[nH]/c(=C/c2cccnc2)c(=O)o1
-47.5 | CC(C)C(C(=O)NCc1cccnc1N(C)C)c1ccccc1 (configuration not stated)
-13.6 | Cn1c(=O)c2c(nc(CN3CCN(Cc4ccccc4)CC3)n2CCc2ccccc2)n(C)c1=O
-4.7 | CC(Cn1cccn1)NC(=O)c1ccc(N2CCCCCC2)nc1 (configuration not stated)

Further structures.
mcGAS MS inh | canonical_smiles
-8.1 | CCCC1(C)C(C#N)(C(=O)OC)C1(C#N)C(=O)OC (configuration not stated)
0.0 | O=C(CC1CCCC1)N1CCN(C(=O)c2ccc(-c3ccccc3)cc2)CC1
2.4 | Cc1cccc(C)c1NC(=O)CN(C)C(=O)c1ccc(Cl)s1
-5.5 | CCc1nc(C(N)=O)c2[nH]c(=O)n(-c3ccccc3F)c2n1
-25.1 | COCC1(Cn2cnc(-c3ccccc3)c2-c2cnn(C)c2)CCCC1
10.4 | CCC(C)(C)NC(=O)NCc1ccc(NC(=O)c2cccnc2)cc1
-5.0 | Clc1cnc(NN=C2CCCc3ccccc32)c(Cl)c1
-1.2 | Cc1cnccc1CN(C)Cc1cn(C)c2ccccc12
-4.6 | CC(=O)N[C@@H](CCC(N)=O)C(=O)O
-0.6 | CCOc1ncccc1C(=O)OCC(=O)Nc1cc(Cl)ccc1OC

Further structures follow.
mcGAS MS inh | canonical_smiles
-9.7 | O=[N+]([O-])c1cc(S(=O)(=O)N2CCOCC2)ccc1Nc1cccc(C=Cc2ccccn2)c1
-11.4 | CCN(CC)c1ccc(CNc2nn[nH]n2)cc1
-4.2 | Cc1ccc(OCCN2CCC2(C)C(=O)NCc2cccc3ccccc23)cc1 (configuration not stated)
-3.5 | C[C@@H]1CN(C(=O)c2ccc(Br)cc2F)CC(C(N)=O)O1 (some centres not stated)
-1.3 | Cc1nc(-n2nc(C3CC3)cc2NC(=O)COc2ccc(Cl)cc2Cl)[nH]c(=O)c1C
-3.8 | N#Cc1cc(F)c(NCC2CCS(=O)(=O)C2)c(F)c1 (configuration not stated)
-6.5 | CCCc1cnc(C)nc1-c1cccc(C(C)=O)c1
-3.6 | Nc1c(C=C2C=C(Br)C=CC2=O)c(=O)nc2sc(-c3ccccc3)nn12
-7.3 | Cc1cc(C2CCCN2C(=O)c2ccc(CSc3ncccn3)o2)on1 (configuration not stated)
-4.5 | CCn1cc(C(=O)NCc2cccnc2-n2cnc3ccccc32)cn1

Next section:
mcGAS MS inh | canonical_smiles
-10.6 | Cc1cc(C)n(CCCNS(=O)(=O)c2ccc3c(c2)CCC3)n1
-3.0 | Cc1cc(C(=O)NCC2CCCN(Cc3ccccn3)C2)n[nH]1 (configuration not stated)
-1.1 | CC(=NNc1ccc([N+](=O)[O-])cc1[N+](=O)[O-])C12CC3CC(CC(C3)C1)C2
-0.7 | c1cc2c3c(cccc3c1)-c1nc3c(nc1-2)CCCC3
-9.6 | O=C(c1ccc(CSc2ncccn2)o1)N1CCCC1Cn1cccn1 (configuration not stated)
-18.6 | CN1CC2(CCN(C(=O)CCn3cc(Cl)cn3)C2)OC1=O (configuration not stated)
1.9 | COc1ncccc1Nc1ncc(CN2CCC2c2ccccc2)s1 (configuration not stated)
0.2 | Nc1ccc(-c2c(C3CC3)[nH]n(-c3ccccc3)c2=O)cc1
-5.9 | Cc1cccc(C)c1Oc1ncccc1CNCc1ccccn1
-37.6 | CCOc1ccc(-n2c(C)n[nH]c2=O)cc1

Further records follow:
mcGAS MS inh | canonical_smiles
-8.1 | COc1ccc(Br)c(C(=O)Nc2nc3c(s2)CCC3)c1
-16.1 | Cc1nnc(SCc2nc(C(C)C)nn2-c2ccc3c(c2)OCO3)s1
-6.0 | CCCC(C(=O)Nc1cccc(S(=O)(=O)NC2CC2)c1)c1ccccc1 (configuration not stated)
17.6 | NCC1CCN(Cc2nc3ccccc3[nH]2)C1 (configuration not stated)
-5.2 | Cc1nn(C)c(=O)c(C(=O)N(C)CC(C)C)c1C
1.1 | O=C(C1=C(O)C(=O)N(c2cccc(Br)c2)C1c1ccccc1)C1CC1 (configuration not stated)
-11.1 | CCCCCCn1c(=O)c2c(nc3n2CCN3c2ccc(C)c(C)c2)n(C)c1=O
-2.8 | CN(CC(=O)Nc1ccc(C#N)cc1)Cc1c(F)cccc1Cl
-1.3 | O=C(CCC1CCN(Cc2cc3ccccc3s2)CC1)NCc1cccnc1
-6.4 | COC(=O)Cc1csc(Nc2ccc(N3CCOCC3)cc2)n1

Next entries follow:
mcGAS MS inh | canonical_smiles
-16.7 | O=C(Nc1cccc(C(=O)N2CCC2c2ccccc2)c1)c1ccco1 (configuration not stated)
-7.8 | COc1ccc(C(=O)N(Cc2ccc(F)cc2)C2CC2)cc1S(=O)(=O)NC(C)C
-8.5 | CCOC(=O)c1c(C)[nH]c(C(=O)Cn2ncc(Cl)c(Cl)c2=O)c1C
-2.4 | Cn1c(SCc2cc(C#N)ccc2F)nnc1-c1ccc(F)cc1
-7.9 | N#C/C=C/N1CCC(CCCC2CCN(/C=C/C#N)CC2)CC1
-9.1 | Cc1nnsc1C(=O)N1CCC(c2n[nH]c(=O)n2Cc2ccccc2)CC1
-6.2&-3.1 | CC(=O)c1cc(CN2CCC(CO)(Cc3ccccc3Cl)CC2)cs1
-32.0&-11.1 | CCO[C@H]1COC[C@@H]1Nc1ncc(C)c(N(C)C)n1
-3.8 | FC(F)(F)c1cccc(/C=C(/Cl)c2nc3ccccc3[nH]2)c1
-1.7 | CCOC(=O)c1nn(-c2ccccc2C)c(=O)cc1OCC

(further entries)
mcGAS MS inh | canonical_smiles
-7.1 | O=C(c1ccc(N2CCC(NCCc3cn4ccsc4n3)CC2)cc1)N1CCOCC1
6.0 | COCCNc1nc(NC(C)C)nc2ccsc12
-5.5 | O=C(Nc1ncn[nH]1)c1cc(F)ccc1I
-2.2 | COc1ccc(F)cc1S(=O)(=O)n1nnc2ccccc21
-7.9 | Brc1ccc(C2CN(CCC3OCCCO3)CCO2)cc1 (configuration not stated)
-15.0 | CN(C)c1ccc(C(=O)N2CCC(C(=O)NCC#N)(c3ccccc3)CC2)c2ccccc12
-10.3 | CC(C)c1ccc(C(=O)N2CCOC(Cc3ccccc3Cl)C2)c(=O)n1C (configuration not stated)
-2.9 | C=CCNc1nc2c(c(=O)[nH]c(=O)n2C)n1Cc1cccc(C)c1
-0.3 | Cc1cccc(-n2nc(-c3ccc(F)cc3)cc2C(=O)O)c1
-13.3 | COc1ccc(CNC(=O)c2cn(Cc3cc(Cl)ccc3OC)c(=O)s2)cc1

The list continues.
mcGAS MS inh | canonical_smiles
0.9 | Cc1nc(-c2ccccc2)nc(C(=O)O)c1C(=O)OCc1ccccc1
-2.0 | CCCCNC(=O)c1cc([N+](=O)[O-])ccc1NC
-13.8 | Cc1ccc(O)c(C(=O)N(C)CC(=O)Nc2cccc(F)c2)c1
-9.4 | O=C(CC1CSc2nccc(=O)n21)Nc1ccccc1Cl (configuration not stated)
-22.4 | c1ccc(CCNc2nc(Nc3ccccc3)c3nccnc3n2)cc1
14.4 | Cc1nc2ccc(Cl)cn2c(=O)c1NC(=O)c1ccccc1F
0.5 | CC1CCN(Cc2nnnn2CC(=O)N2CCCC(C(=O)c3ccccn3)C2)CC1 (configuration not stated)
-10.6 | CCn1cc(CN2CCC(C(=O)Nc3cccc(-c4cccc(F)c4)c3)CC2)cn1
-5.0 | Cc1noc(C)c1CC(=O)N1CCc2[nH]nc(-c3ccc(Cl)cc3)c2C1
-10.7 | CN(Cc1cc(=O)n(C)c(=O)n1C)C1CCc2ccccc21 (configuration not stated)

Later entries:
mcGAS MS inh | canonical_smiles
-3.1 | COc1ccc(CCN2CC(C(=O)NCc3cccc4[nH]ccc34)CCC2=O)cc1 (configuration not stated)
-11.1 | Cc1ccc(S(=O)(=O)Nc2cc(-c3nn(C)c(=O)c4ccccc34)ccc2N2CCCCC2)cc1
-10.3 | COCCN(Cc1cnn(C)c1)C(=O)c1onc2ccccc12
-7.6 | CCCCN(Cc1ccco1)C(=O)c1cc(S(N)(=O)=O)ccc1C
-6.3 | CN1C(C(=O)c2ccccc2)=C(N2CCCCC2)c2ccccc2S1(=O)=O
-8.0 | COc1ccccc1OCC(=O)NCC(c1ccc2c(c1)CCCN2C)N1CCN(C)CC1 (configuration not stated)
